BoNT F protease: BoNT/F light chain protease inhibitors, primary screen, biochemical, flow cytometry, MLPCN library; Botulinum neurotoxin type F light chain protease (Clostridium botulinum); Multiplex microsphere protease cleavage assay; inhibition, % at 10 µM; 0.22% of 360,000 active; AID 588497, 2011; in the data active = inhibition above about 35%, passing the limit was not always enough; inconclusive = no clear call, values can overlap the other calls; note: plate controls were buffer without enzyme for full effect and enzyme alone for no effect
FadD28 binding: inhibitors of FadD28 bisubstrate probe binding, primary screen, biochemical, fluorescence polarization, single point; Mycobacterium tuberculosis FadD28 fatty-acid-AMP ligase; inhibition, % at 12.5 µM; 0.22% of 360,000 active; AID 588549, 2011; in the data active = inhibition above about 8.5%, passing the limit was not always enough; inconclusive = no clear call, values can overlap the other calls
MazEF act: activators of E. coli MazEF toxin-antitoxin RNase, primary screen, biochemical, fluorescence, uHTS | Endoribonuclease toxin MazF (Escherichia coli (strain K12)), P0AE70 | FAM/BHQ RNA-DNA oligo cleavage fluorescence, 5 h | activation, % at 20 µM | 0.32% of 350,000 active; in the data active = activation above about 50%
Target sequence (P0AE70 whole entry, looked up): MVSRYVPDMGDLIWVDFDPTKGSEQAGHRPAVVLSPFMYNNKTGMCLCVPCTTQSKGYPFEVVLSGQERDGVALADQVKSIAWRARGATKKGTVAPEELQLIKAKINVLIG
PrPC TRFRET: inhibitors of human cell surface prion protein PrPC, primary screen, cell-based, TR-FRET. TR-FRET read-out. 0.43% of 370,000 active. inhibition, % at 13.8 µM. Major prion protein (Homo sapiens), P04156; in the data active = inhibition above about 24%; note: 0% = median of the test wells and 100% = reference compound wells
BioA inh: M. tuberculosis BioA enzyme inhibitors, primary screen, biochemical, plate reader, single point, HTS; inhibition, % at 9.99 µM; AID 602481, 2012; purified M. tuberculosis BioA enzyme; 7,8-diaminopelargonic acid synthase BioA (Mycobacterium tuberculosis); 0.096% of 360,000 active; in the data active = inhibition above about 40%; inconclusive = no clear call, values can overlap the other calls
Rv3671c inh: Rv3671c serine protease inhibitors, primary screen, biochemical, fluorescence polarization, M. tuberculosis H37Rv; inhibition, % at 5.96 µM; P9WHR9; AID 2606, 2010; 0.048% of 320,000 active; in the data active = inhibition above about 38%;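 note: extracellular domain of Rv3671c used as enzyme; 0% = enzyme with DMSO and 100% = no enzyme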
Target sequence (P9WHR9 whole entry, looked up, the tested form may be a part): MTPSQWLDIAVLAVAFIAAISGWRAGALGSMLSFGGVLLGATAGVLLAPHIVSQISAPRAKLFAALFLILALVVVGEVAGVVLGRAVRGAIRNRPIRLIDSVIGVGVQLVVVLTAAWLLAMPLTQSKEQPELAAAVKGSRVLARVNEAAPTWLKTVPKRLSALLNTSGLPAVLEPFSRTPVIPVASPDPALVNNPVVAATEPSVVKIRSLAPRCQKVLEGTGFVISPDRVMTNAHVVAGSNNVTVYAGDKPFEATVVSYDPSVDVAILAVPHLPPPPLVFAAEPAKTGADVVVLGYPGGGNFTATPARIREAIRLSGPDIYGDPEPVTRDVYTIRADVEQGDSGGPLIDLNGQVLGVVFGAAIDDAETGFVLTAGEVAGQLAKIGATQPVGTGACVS
GDH-TPI inh: GDH-TPI coupling enzyme inhibitors, primary screen, artefact control for M. tuberculosis FBA inhibitor project, biochemical, absorbance, full deck | GDH-TPI coupled enzyme counterscreen, NADH absorbance | inhibition, % at 4.8 µM | 1.2% of 360,000 active | AID 588335, 2011; in the data active = inhibition above about 30%;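 note: 0% = DMSO wells and 100% = wells lacking the enzyme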
UGM FP inh: M. tuberculosis UGM enzyme inhibitors, primary screen, biochemical, fluorescence polarization, single point; UDP-galactopyranose mutase (Mycobacterium tuberculosis (strain ATCC 25618 / H37Rv)), …; purified UGM, fluorescence polarization probe displacement; inhibition, % at 10 µM; 0.06% of 320,000 active; AID 504406, 2011; in the data active = inhibition above about 10%, passing the limit was not always enough; inconclusive = no clear call, values can overlap the other calls
Target sequence (P9WIQ1 whole entry, looked up): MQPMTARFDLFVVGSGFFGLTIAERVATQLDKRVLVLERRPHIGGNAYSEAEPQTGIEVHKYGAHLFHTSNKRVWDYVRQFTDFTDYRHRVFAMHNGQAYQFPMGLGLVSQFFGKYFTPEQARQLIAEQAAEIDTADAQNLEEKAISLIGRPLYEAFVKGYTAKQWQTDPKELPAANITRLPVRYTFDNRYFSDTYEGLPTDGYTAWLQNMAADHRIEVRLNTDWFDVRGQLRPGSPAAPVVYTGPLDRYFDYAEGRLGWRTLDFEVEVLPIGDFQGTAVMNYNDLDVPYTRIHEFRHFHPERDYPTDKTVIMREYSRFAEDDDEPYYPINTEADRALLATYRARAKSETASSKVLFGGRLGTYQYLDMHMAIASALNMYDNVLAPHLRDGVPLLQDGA
FBA Mtb inh: Mtb FBA enzyme inhibitors, primary screen, biochemical, fluorescence, strain H37Rv; purified M. tuberculosis FBA, fluorescence read-out; inhibition, % at 1 µM; 2.3% of 360,000 active; in the data active = inhibition above about 27%;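 note: 0% = vehicle and 100% = reference inhibitor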
Numbers without * were called inactive; ? = inconclusive; / = not tested or not shown; + = active, no number. The order is random. Share with any hit: about 4.8%.

SMILES	BoNT F protease	FadD28 binding	MazEF act	PrPC TRFRET	BioA inh	Rv3671c inh	GDH-TPI inh	UGM FP inh	FBA Mtb inh
COc1cccc(OCCCOc2ccccc2C(C)C)c1	-4	-1.3	-5	-1	1.4	-4	-13	0.9	-2
COc1ccc(/C=C/C(=O)NC(=S)NNC(=O)[C@H]2C[C@@H]2c2ccccc2)cc1OC	0	-1.3	1	2	-5.7	-1	44*	0.9	1
O=C(NCCCN1CCOCC1)c1cc(Cl)ccc1[N+](=O)[O-]	-7	-1.1	5	-12	/	6	10	-0.7	0
Cc1c(C(=O)N(C)c2ccc(Cl)cc2)cnn1-c1ccccc1	-30	-0.2	-13	9	0.2	2	-5	-1.3	-1
N#CC1=C(N)Oc2cc(N)ccc2C1c1ccccc1 (stereo not given)	-8	-2.2	-9	-3	-1.6	/	-6	/	1
O=C(Nc1ccccc1N1CCCC1)c1cc2ccccc2o1	-10	-0.1	6	-6	-8.7	-5	-1	0.3	1
CCC(CO)Nc1nc(CN2CCCCC2)nc2scc(-c3ccccc3)c12 (stereo not given)	2	-3.3	-4	-4	1.7	8	-4	1.2	-1
CCN(C(=O)CN(C)Cc1c(F)cccc1Cl)c1c(N)n(Cc2ccccc2)c(=O)[nH]c1=O	-4	-0.2	-4	7	/	-8	3	-2.9	1
Cc1ccc(Nc2ccc(C(F)(F)F)cc2[N+](=O)[O-])cc1	14	-0.7	-2	0	-2.7	-1	1	-2.4	-2
COC(=O)[C@H](CCSC)NC(=O)Nc1cccc(C)c1C	/	-0.6	2	-5	-1.1	4	9	-1.7	-2
CC(Sc1nn(-c2ccc(F)cc2)c(=S)s1)C(=O)c1c(N)n(C)c(=O)n(C)c1=O (stereo not given)	-1	-4.4	2	-5	0.5	-5	2	/	-2
COc1ccc(CCn2c(O)c(C=Nc3cccc(F)c3)c(=O)[nH]c2=O)cc1OC	-8	-0.2	-14	-4	-0.8	4	-4	-0.4	-2
O=C(/C=C/c1ccc2c(c1)OCO2)c1ccccn1	/	-0.2	-6	-10	1.1	-12	8	-3.7	4
CC1CCN(C(=O)Cn2cc(C(F)(F)F)ccc2=O)c2ccccc2S1 (stereo not given)	4	-4.6	0	8	0.6	9	6	-2.9	0
CC(=O)c1c(N2CCOCC2)[nH]c(-c2ccccc2)nc1=S	-1	-0.8	-8	7	-1.6	5	6	2.6	0
Cc1nc(C)c(Oc2ccc(Cl)cc2Cl)c(=O)[nH]1	-14	-4.1	-5	4	/	4	-2	2.2	-2
O=C(Nc1ccc2c(c1)OCO2)C(c1ccc(Cl)cc1)N1CCC2(CC1)OCCO2 (stereo not given)	-18	-1.4	-6	4	6.2	5	1	-0.7	-1
CCCCN1C(=S)SC(C)(C)C1/[N+]([O-])=C/c1ccc(S(=O)(=O)NC)cc1 (stereo not given)	1	-4.5	7	2	0.3	2	9	-0.8	0
OC1CCCN(CC(O)COC(c2ccccc2)c2ccccc2)C1 (stereo not given)	-10	0.9	1	-5	2.0	0	7	1.4	4
O=C(Nc1ccc(NC(=O)C2CC2)nc1)c1cccnc1	-4	-3.8	4	4	2.0	1	13	1.7	-1
Cc1ccc(N=C2NC(=O)S/C2=C\c2ccco2)cc1	-6	-4.7	12	-17	/	0	6	2.6	-2
O=C1N[C@@H](Cc2ccccc2)C(=O)N2CCC[C@@H]12	-5	0.4	-23	1	-2.6	1	5	-0.9	1
COc1ccc2[nH]c(=O)c(CN(CCCN(C)C)C(=O)Nc3ccc(F)cc3)cc2c1	-5	-2.7	4	1	/	2	-1	-2.3	8
CCOc1ccc(N=Nc2ccc(O)c3ncccc23)cc1	-79	-0.2	-2	2	0.7	/	6	0.8	2
COC(=O)c1ccc(N2CCN(S(=O)(=O)c3ccc(Br)cc3)CC2)c([N+](=O)[O-])c1	-4	-1.3	2	-2	-0.1	1	6	-2.9	1

Overlap with the part before: three entries, then new ones.
SMILES	BoNT F protease	FadD28 binding	MazEF act	PrPC TRFRET	BioA inh	Rv3671c inh	GDH-TPI inh	UGM FP inh	FBA Mtb inh
COc1ccc2[nH]c(=O)c(CN(CCCN(C)C)C(=O)Nc3ccc(F)cc3)cc2c1	-5	-2.7	4	1	/	2	-1	-2.3	8
CCOc1ccc(N=Nc2ccc(O)c3ncccc23)cc1	-79	-0.2	-2	2	0.7	/	6	0.8	2
COC(=O)c1ccc(N2CCN(S(=O)(=O)c3ccc(Br)cc3)CC2)c([N+](=O)[O-])c1	-4	-1.3	2	-2	-0.1	1	6	-2.9	1
COc1ccc(-c2nc(=S)[nH][nH]2)cc1	-2	-0.3	5	-7	-0.2	5	1	1.6	0
Cc1cc(Br)ccc1S(=O)(=O)n1ccnc1C	-3	0.4	2	-4	-2.0	-8	-3	3.0	0
CCOC(=O)CCCNC(=O)COC(=O)c1cc(Br)c(Br)s1	2	-3.8	-10	-3	/	-4	1	-0.7	1
O=C(O)c1ccccc1/C=N/n1c(C2CCCCC2)n[nH]c1=S	-1	-2.5	0	-5	-0.8	1	0	4.3	7
Cc1cccc(/C=C/c2onc(C)c2S(=O)(=O)N2CCC(C(=O)NC(C)(C)C)CC2)c1	-1	2.3	8	5	1.2	4	-2	1.2	5
O=C(c1ccc(-c2ccccc2)cc1)N1CCN(c2ccccc2F)CC1	-15	-0.3	-4	-1	1.6	0	9	-1.2	-3
Cc1ccc(S(=O)(=O)N2CCC(=O)N(CCOC(=O)Nc3cccc(Cl)c3)CC2)cc1	6	-3.3	1	7	0.0	8	0	0.4	0
COC(=O)c1[nH]c2cccc(OC)c2c1NC(=O)CN(C)CC1OCCO1	-2	0.7	-5	1	-2.8	-1	16	1.2	8
O=C(CCC(=O)c1ccc(Br)cc1)Nc1ccc(F)cc1	11	-3.2	10	4	-1.6	-2	3	-4.6	-1
COc1ccc(C)cc1NC(=O)CCNC(=O)c1ccco1	-2	-1.4	14	1	-0.4	8	5	-0.2	4
O=C(NCc1ccco1)c1cccc(-c2ccc3nccn3c2)c1	-3	-2.5	/	-7	26	/	5	/	0
COc1ccc(N2C(=O)/C(=C/c3ccc(N(C)C)o3)C(=O)NC2=S)cc1	13	2.5	-744	-26	-6.1	-19	8	-7.6	-10
COc1cc2cc(C(=O)N3CCN(Cc4ccc5c(c4)OCO5)CC3)c(=O)oc2cc1OC	0	-1.7	7	-7	/	2	17	0.4	+
COc1cc2c(cc1OC)C1C(C(=O)Nc3ccccc3N3CCN(C)CC3)c3ccccc3C(=O)N1CC2 (stereo not given)	4	-1.6	-17	-5	/	-4	-6	-0.9	6
COc1ccc(-c2c(C(F)(F)F)nn(C)c2NC(=O)c2cccnc2)cc1	/	0.0	-1	0	1.0	-13	3	3.0	2
N#Cc1c(SCC(=O)Nc2cccc(F)c2)sc2c(O)cc(=O)[nH]c12	-8	-2.3	3	7	-3.0	-7	15	2.7	2
CC(OC(=O)CCN=C1NS(=O)(=O)c2ccccc21)C(=O)NC1CCCCC1C (stereo not given)	?	-2.0	-3	3	/	6	-1	6.1	-2
CCCN(CC(=O)Nc1ccccc1C)C(=O)C1CCN(C(=O)Nc2ccccc2)CC1	0	-2.4	-8	-3	/	3	-6	-0.2	2
CCN1CCc2c(sc(N)c2C(N)=O)C1	-16	-1.2	-84	-6	-7.3	-6	14	1.1	18
COc1ccc(OC)c(C(=O)CSc2nc3c(c(=O)n(C)c(=O)n3C)n2C(C)C)c1	-3	-0.8	23	4	-1.3	/	8	/	2
Cc1cc(C)nc(Nc2ncc(O)n2-c2ccc(C)c(C)c2)n1	-10	-0.4	-1	6	-1.2	-2	3	2.2	2
CC1Sc2ccc(S(=O)(=O)N3CCC(C(N)=O)CC3)cc2NC1=O (stereo not given)	6	-0.8	-14	1	3.2	-3	8	0.1	0
COC(=O)C1=C(C)N(Cc2ccccc2)C(=NCc2ccco2)N[C@H]1c1cccc(F)c1	-22	-2.8	8	-7	1.1	-4	4	-1.2	0
Cc1ccc(C(=O)NC(=S)N2CC(C)OC(C)C2)cc1[N+](=O)[O-] (stereo not given)	-1	-3.3	7	/	-1.1	-1	-3	-0.2	-3
C/C(=N\NC(=O)c1cc(-c2ccc(O)cc2)nc2ccccc12)c1cccnc1	-6	-0.1	8	2	-1.4	/	31*	1.8	1

A different layout for part of the listing above.
Screens in order – BoNT F protease	FadD28 binding	MazEF act	PrPC TRFRET	BioA inh	Rv3671c inh	GDH-TPI inh	UGM FP inh	FBA Mtb inh
O=C(/C=C/c1ccc2c(c1)OCO2)c1ccccn1
 : /	-0.2	-6	-10	1.1	-12	8	-3.7	4
COC(=O)c1[nH]c2cccc(OC)c2c1NC(=O)CN(C)CC1OCCO1
 : -2	0.7	-5	1	-2.8	-1	16	1.2	8

Going on with the list.
SMILES	BoNT F protease	FadD28 binding	MazEF act	PrPC TRFRET	BioA inh	Rv3671c inh	GDH-TPI inh	UGM FP inh	FBA Mtb inh
CCCn1cc(CN2CCCC(C(=O)c3cccc(OC(C)C)c3)C2)c(C)n1 (stereo not given)	-3	-1.2	1	3	/	2	0	1.8	1
O=c1c2ccccc2[nH]c(=S)n1CCCn1ccnc1	-5	-1.9	9	2	3.9	-6	6	0.6	-6
Cc1cccn2c(=O)nc(SCC(=O)N3CCN(c4ccccc4)CC3)nc12	4	-1.0	4	0	23	3	20	3.5	-1
O=C1NC(=S)SC1=Cc1ccccc1Br	-1	-11	0	-11	4.4	/	20	/	1
O=C(Nc1ccc2[nH]ncc2c1)c1ccccc1Cl	-24	0.3	-3	-1	-2.3	1	10	1.5	6
Nc1nc(N)c(Cc2ccc(Cl)cc2Cl)c(N)n1	1	-2.7	-2	14	/	-4	12	2.0	-2
CC(C)c1ccc(-c2nnc(SCC(=O)NC3CC3)n2C)cc1	2	-3.7	2	-8	-1.1	-4	8	-0.6	-2
COc1ccc(-c2cc(C(F)(F)F)c3c(N)c(C(=O)NCCSC)sc3n2)cc1	?	-0.4	618*	-4	-8.6	-10	14	6.2	23
Fc1cccc(Nc2nc3ccccc3n3cnnc23)c1	33	-1.8	15	-8	-2.1	3	10	1.6	2
COc1cccc(Nc2nc(C(N)Cc3ccc(F)cc3)cs2)n1 (stereo not given)	-24	-5.5	/	-6	3.1	/	0	/	0

Reprinted from the listing, 7 compounds:
SMILES	BoNT F protease	FadD28 binding	MazEF act	PrPC TRFRET	BioA inh	Rv3671c inh	GDH-TPI inh	UGM FP inh	FBA Mtb inh
O=C1NC(=S)SC1=Cc1ccccc1Br	-1	-11	0	-11	4.4	/	20	/	1
O=C(Nc1ccc2[nH]ncc2c1)c1ccccc1Cl	-24	0.3	-3	-1	-2.3	1	10	1.5	6
Nc1nc(N)c(Cc2ccc(Cl)cc2Cl)c(N)n1	1	-2.7	-2	14	/	-4	12	2.0	-2
CC(C)c1ccc(-c2nnc(SCC(=O)NC3CC3)n2C)cc1	2	-3.7	2	-8	-1.1	-4	8	-0.6	-2
COc1ccc(-c2cc(C(F)(F)F)c3c(N)c(C(=O)NCCSC)sc3n2)cc1	?	-0.4	618*	-4	-8.6	-10	14	6.2	23
Fc1cccc(Nc2nc3ccccc3n3cnnc23)c1	33	-1.8	15	-8	-2.1	3	10	1.6	2
COc1cccc(Nc2nc(C(N)Cc3ccc(F)cc3)cs2)n1 (stereo not given)	-24	-5.5	/	-6	3.1	/	0	/	0

Screening data (PubChem)
